Source: PubChem
A3A deaminase = APOBEC3A ssDNA deaminase inhibitors, primary screen, selectivity assay for APOBEC3G inhibitor project, biochemical, FAM/TAMRA oligo cleavage fluorescence; DNA dC->dU-editing enzyme APOBEC-3A (Homo sapiens), P31941; recombinant A3A, FAM/TAMRA ssDNA deamination fluorescence; inhibition, % at 20 µM; hit rate 0.41% among 330,000;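 active = at least 40% inhibition at 20 µM here, with at most 30% in a related deaminase screen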;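 also: plate controls were A3A with DMSO for no effect and wells lacking A3A enzyme for full effect; some results filed as inactive read as strong as hits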
Target sequence (P31941 whole entry, looked up): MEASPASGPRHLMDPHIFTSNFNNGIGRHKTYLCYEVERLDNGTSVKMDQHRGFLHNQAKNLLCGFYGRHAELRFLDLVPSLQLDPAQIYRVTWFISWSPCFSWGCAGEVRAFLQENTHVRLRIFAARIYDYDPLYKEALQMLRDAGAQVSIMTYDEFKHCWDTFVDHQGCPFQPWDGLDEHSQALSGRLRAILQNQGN
mIAP act = activators of mouse IAP, primary screen, biochemical, luminescence, uHTS | intestinal alkaline phosphatase [Mus musculus] | muIAP, CDP-Star luminescence, 30 min; hits give high values; 1 = vehicle-only enzyme signal, 0 = enzyme-free wells | hit rate 0.24% among 330,000 | activation factor at 10 µM;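 active = activation factor of at least 2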; also: the source names both 10 and 20 µM as test concentration; values of inactives mirror those of a sister screen read the other way
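Assay system: mouse IAP enzyme / Compound: DMSO-dissolved test compounds / Timing: 30 min, room temperature / Measured by: luminescence from enzymatic CDP-Star hydrolysis / Control set: DMSO-only wells, enzyme-free buffer wells as negative control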
MPTP inh = mitochondrial permeability transition pore inhibitors, primary screen, biochemical, isolated mouse mitochondria, absorbance; inhibition, % at 10 µM; hit rate 1.4% among 360,000; Ca2+ swelling absorbance, 30 min;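 active = inhibition of 50% or more, scaled per plate between neutral and stimulator controls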;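 also: 0% = DMSO wells given calcium and 100% = 1 mM EGTA wells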
hIAP block = human IAP inhibitors, primary screen, biochemical, luminescence, uHTS. Intestinal-type alkaline phosphatase (Homo sapiens), P09923. purified IAP, CDP-Star luminescence, 30 min. inhibition, % at 10 µM. hit rate 0.12% among 330,000;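 active = inhibition reaching a set limit with compound at 10 µM in the primary screen, cut at about 35% in these data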;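 also: plate controls were DMSO wells with enzyme for no effect and no-enzyme buffer wells for full effect; values of inactives mirror those of a sister screen read the other way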
APOBEC3G inh = APOBEC3G DNA deaminase inhibitors, primary screen, biochemical, fluorescence, single-stranded DNA substrate, uHTS; DNA dC->dU-editing enzyme APOBEC-3G (Homo sapiens), Q9HC16; AID 493012, 2011; hit rate 0.28% among 330,000; recombinant A3G, ssDNA deamination FAM/TAMRA fluorescence; inhibition, % at 20 µM;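 active = inhibition of at least 40% at 20 µM, with no more than 30% in the related APOBEC3A deaminase screen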;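 also: plate controls were DMSO wells with A3G for no effect and wells lacking A3G enzyme for full effect; some compounds called inactive have numbers as strong as hits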
Target sequence (Q9HC16 whole entry, looked up): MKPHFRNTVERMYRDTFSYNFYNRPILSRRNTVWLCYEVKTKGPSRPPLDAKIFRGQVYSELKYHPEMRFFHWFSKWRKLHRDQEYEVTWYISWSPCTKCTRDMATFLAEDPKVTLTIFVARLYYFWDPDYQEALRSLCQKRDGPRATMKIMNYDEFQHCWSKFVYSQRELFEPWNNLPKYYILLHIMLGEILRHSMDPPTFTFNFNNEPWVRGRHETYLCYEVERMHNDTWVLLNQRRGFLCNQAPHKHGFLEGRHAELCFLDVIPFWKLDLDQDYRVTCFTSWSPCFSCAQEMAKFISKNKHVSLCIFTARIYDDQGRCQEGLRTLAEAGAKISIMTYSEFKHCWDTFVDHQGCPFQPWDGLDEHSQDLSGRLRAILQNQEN
mIAP block = inhibitors of mouse IAP, primary screen, biochemical, luminescence, uHTS; intestinal alkaline phosphatase [Mus musculus]; hit rate 0.2% among 330,000; inhibition, % at 10 µM; purified mouse IAP, CDP-Star luminescence, 30 min;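 active = inhibition of at least 40% at 10 µM in the primary screen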;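 also: plate controls were DMSO with enzyme for no effect and no enzyme wells for full effect; values of inactives mirror those of a sister screen read the other way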
beta cell repl = inducers of MIN6 beta-cell proliferation, primary screen, ATP luminescence, uHTS; MIN6 cells proliferation, ATPlite luminescence, 48 h; cells starved in 0.2% serum; 100% = growth in 10% serum; proliferation, % at 10 µM; hit rate 0.29% among 330,000; AID 2380, 2010;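 active = compounds whose signal lies at least 3.5 SD above the mean of all wells on their plate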;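 also: 0% = DMSO-treated cells in low-serum medium and 100% = 10% serum control; some compounds called inactive have numbers as strong as hits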
hIAP activ = human IAP activators, primary screen, biochemical, luminescence, uHTS | Intestinal-type alkaline phosphatase (Homo sapiens), P09923 | purified human IAP, CDP-Star luminescence, 30 min; hits give high values; 1 = vehicle-only enzyme, 0 = enzyme-free background | activation factor at 10 µM | hit rate 0.16% among 330,000 | AID 2524, 2010;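 active = activation factor of the enzyme at least 2-fold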; also: the source names both 10 and 20 µM as test concentration; values of inactives mirror those of a sister screen read the other way
ATG4B inhibitor = ATG4B protease inhibitors, primary screen, biochemical, fluorescence, uHTS | ATG4B cleavage of LC3-PLA2, NBD-HPC fluorescence, 1 h | hit rate 0.51% among 340,000 | inhibition, % at 8.33 µM | Cysteine protease ATG4B (Homo sapiens), Q9Y4P1; in the data active = inhibition above about 40%
Target sequence (Q9Y4P1 whole entry, looked up): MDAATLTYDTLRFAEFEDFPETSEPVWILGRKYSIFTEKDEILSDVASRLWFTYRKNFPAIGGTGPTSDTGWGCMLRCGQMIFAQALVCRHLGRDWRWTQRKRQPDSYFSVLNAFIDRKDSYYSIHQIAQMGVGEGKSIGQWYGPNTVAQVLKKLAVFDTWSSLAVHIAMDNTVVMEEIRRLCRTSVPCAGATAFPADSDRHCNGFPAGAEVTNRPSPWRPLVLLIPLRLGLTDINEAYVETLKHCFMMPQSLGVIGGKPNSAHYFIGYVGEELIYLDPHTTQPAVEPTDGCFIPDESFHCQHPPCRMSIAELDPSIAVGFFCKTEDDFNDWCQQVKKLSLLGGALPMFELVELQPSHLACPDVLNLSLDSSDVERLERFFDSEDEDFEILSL
* = called active by the depositor.

canonical_smiles	A3A deaminase	mIAP act	MPTP inh	hIAP block	APOBEC3G inh	mIAP block	beta cell repl	hIAP activ	ATG4B inhibitor
O=C(NC1CCCCCCC1)c1ccc(F)c(S(=O)(=O)N2CCOCC2)c1	0	1	-1.3	-10	-5	-3	4	1.1	1
COc1cc(C)ccc1OCCOCCN(C)Cc1ccccc1	1	1	-0.3	0	-3	-3	-2	1	-6
CCCOc1cccc(C(=O)Nc2cc(NC(=O)c3ccco3)ccc2OC)c1	2	1.1	2.0	5	-3	-10	-1	0.95	28
COc1ccc(CN2CCNC(=O)C2CC(=O)NC2CCCCCC2)c(C)c1C (configuration not stated)	15	0.95	-1.4	4	-4	5	-3	0.96	-3
COCCNC(=S)N(C)C1(c2ccccc2Cl)CCCCC1=O (configuration not stated)	-1	1	-1.2	3	7	-2	1	0.97	4
Cc1noc(C)c1CNCc1ccccc1	-4	1.1	-0.3	4	1	-9	-5	0.96	-6
COc1ccc(C(=O)Oc2cc(C)c(CN3CCOCC3)cc2C)cc1OC	-7	1.1	0.3	-22	-17	-6	0	1.2	-3
COc1ccc(-c2noc(-c3cccc(Cl)c3)n2)cc1OC	-3	1.2	0.0	2	-2	-19	-3	0.98	-9
C#CCOCCOCCOCCNc1nc(N2CCN(C(=O)C([C@@H](C)O)n3cc([C@@H](N)CCCCN)nn3)CC2)nc(N2CCN(C(=O)[C@H](CCC(=O)O)n3cc([C@@H](N)[C@H](C)CC)nn3)CC2)n1 (some centres not stated)	4	0.99	-0.6	4	3	1	1	0.96	3
CC(C)(C)OC(=O)N1CCC(CC2CC(c3cccc(Br)c3)=NO2)(C(=O)O)CC1 (configuration not stated)	16	1	-1.4	6	2	-4	-3	0.94	-14
CC(C)n1nc(Cc2cccc3ccccc23)c(C#N)c1N	0	1	0.5	3	-12	-2	9	0.97	-11
C=C(C)CSc1nc2sc3c(c2c(=O)n1C1CCCCC1)CCN(C)C3	-3	0.83	1.0	4	0	17	-6	0.96	-8
CCCC(=O)Oc1ccc2c(C)cc(=O)oc2c1	-2	0.95	-0.2	5	-5	5	3	0.95	-15
O=C(Nc1ccccc1)c1oc2ccccc2c1NC(=O)C1CC1	5	0.96	2.8	-6	-2	4	5	1.1	-2
CCOC(=O)c1sc(NC(=O)c2sc(C)nc2C)nc1C	-3	0.98	0.4	-4	-8	2	-2	1	-8
O=C(CCCCCCCCC(=O)N/N=C/c1ccco1)N/N=C/c1ccco1	2	0.97	1.6	5	-3	3	1	0.95	5
Cc1nnc(NCc2n[nH]c(=O)c3ccccc23)c2ccccc12	0	0.95	-2.2	10	-7	5	-3	0.9	0
CCN(Cc1nc2ccccc2c(=O)[nH]1)Cc1nc2cc(OC)c(OC)cc2c(=O)[nH]1	2	0.96	-0.5	-46	-9	4	-2	1.5	0
CCOc1ccc(/C=C/C(=O)Nc2ccc(N3CCOCC3)cc2)cc1	-4	0.99	2.8	-5	-3	1	-2	1.1	2
COc1cccc(CNS(=O)(=O)c2c(C)[nH]c(C)c2C(=O)N2CCCCC2)c1	2	0.95	-2.0	13	-1	5	0	0.87	0
CCN(CC)CC(=O)Nc1sc(C)cc1C(=O)c1ccccc1	1	0.91	-0.4	11	-8	9	3	0.89	4
CCN(C(=O)c1cc2cccc(OC)c2oc1=O)c1ccccc1	-2	1.1	-0.6	10	-6	-8	-2	0.9	-2
O=C(O)CCCCNS(=O)(=O)/C=C/c1ccccc1	-3	1.1	0.3	-10	-3	-11	0	1.1	-1
Cc1ccccc1OCCCCc1c(C)n[nH]c1C	3	1	101*	-25	1	-2	-6	1.3	-4
Cc1ccc(C2N(C)C(=O)c3ccccc3N2C)cc1 (configuration not stated)	-2	0.94	1.2	0	1	6	-1	1	-1
COCc1cc(C)nc(SCC(=O)Oc2ccccc2)c1C#N	-3	1.4	-0.2	-47	-1	-36	3	1.5	-3
Cc1oc2cc3oc(=O)cc(C)c3cc2c1C	1	1	-0.2	-6	-1	0	-1	1.1	-3
Cc1csc2c(N3CCCCC3)ncnc12	-3	0.97	0.6	-2	-6	3	0	1	-4
CC(C)OC(=O)c1nnn(-c2nonc2N)c1CSc1ccccn1	-4	0.87	3.4	17	-5	13	-3	0.83	-2
CC(C)N(Cc1ccccc1)C(=O)COC(=O)/C=C/c1cnc2ccccc2n1	5	1	-1.4	-11	-9	0	-2	1.1	-6

Structures from the list above that contain two or more sulfur atoms:
canonical_smiles	A3A deaminase	mIAP act	MPTP inh	hIAP block	APOBEC3G inh	mIAP block	beta cell repl	hIAP activ	ATG4B inhibitor
C=C(C)CSc1nc2sc3c(c2c(=O)n1C1CCCCC1)CCN(C)C3	-3	0.83	1.0	4	0	17	-6	0.96	-8
CCOC(=O)c1sc(NC(=O)c2sc(C)nc2C)nc1C	-3	0.98	0.4	-4	-8	2	-2	1	-8

Just ATG4B inhibitor and mIAP block, for three of the compounds above:
| mol | ATG4B inhibitor | mIAP block |
| --- | --- | --- |
| CCOc1ccc(/C=C/C(=O)Nc2ccc(N3CCOCC3)cc2)cc1 | 2 | 1 |
| COc1cccc(CNS(=O)(=O)c2c(C)[nH]c(C)c2C(=O)N2CCCCC2)c1 | 0 | 5 |
| CCN(CC)CC(=O)Nc1sc(C)cc1C(=O)c1ccccc1 | 4 | 9 |

Some of these compounds in order of their number in hIAP activ, smallest number first:
Structure,A3A deaminase,mIAP act,MPTP inh,hIAP block,APOBEC3G inh,mIAP block,hIAP activ,ATG4B inhibitor
O=C(CCCCCCCCC(=O)N/N=C/c1ccco1)N/N=C/c1ccco1,2,0.97,1.6,5,-3,3,0.95,5
Cc1oc2cc3oc(=O)cc(C)c3cc2c1C,1,1,-0.2,-6,-1,0,1.1,-3
CCN(Cc1nc2ccccc2c(=O)[nH]1)Cc1nc2cc(OC)c(OC)cc2c(=O)[nH]1,2,0.96,-0.5,-46,-9,4,1.5,0

(listing goes on)
canonical_smiles	A3A deaminase	mIAP act	MPTP inh	hIAP block	APOBEC3G inh	mIAP block	beta cell repl	hIAP activ	ATG4B inhibitor
COc1ccc(Cn2c(C)nnc2-c2cnn(C)c2N)cc1	-1	1.1	-1.6	-2	-6	-6	-3	1	-9
Cc1cccc(OCC(O)CN2CCNCC2)c1 (configuration not stated)	-2	0.96	-1.2	-16	-8	4	-3	1.2	3
O=C(Cc1c(F)cccc1Cl)N1CCOCC1	-1	0.98	-1.6	11	-7	2	-1	0.89	7
COc1cc2c(cc1OC)C(=O)N(C)CC2	-2	0.92	-0.6	1	-6	8	4	0.99	1
Cc1cccc(OCC(=O)Nc2ncn[nH]2)c1C	1	1	1.3	-103	1	-2	-2	2*	-5
Cc1ncc(CO)c2cc(-c3nnc(Nc4ccc5c(c4)OCO5)s3)c(=O)oc12	5	0.97	-0.5	6	6	3	2	0.94	-4
O=C(CCC(=O)Nc1ccccc1)NNC(=O)c1cccs1	2	0.64	-1.8	8	-6	36	3	0.92	2
CCCc1nnc(SCC(=O)N2CCCC2)n1CC1CCCO1 (configuration not stated)	2	0.95	1.1	-9	1	5	-1	1.1	-8
CN1CCN(c2nc(-c3ccncc3)nc3ccccc23)CC1	3	1	0.0	8	-3	-4	1	0.93	-11
C=CC[C@H](CC(=O)NCCO)C(=O)NC[C@H](OC(=O)[C@@H](CC=C)Cc1ccc(F)cc1)c1ccccc1	-4	1.1	-0.3	-20	-5	-10	-1	1.2	4
Cc1ccc(C)c(N2CCN(S(=O)(=O)c3c(C)[nH]c(C)c3C(=O)N3CCCCC3)CC2)c1	-1	1	0.3	-26	3	0	-1	1.3	3
COc1cccc(OCC(=O)NNC(=O)C(=O)Nc2cccc(C)c2)c1	3	0.9	1.2	-77	-2	10	-4	1.8	9
COc1cc(CN2CCN(Cc3ccc4cc(F)ccc4n3)CC2CCO)cc(OC)c1 (configuration not stated)	4	1	1.0	-11	-4	-4	-4	1.1	-7
CCOC(=O)c1cnc(-n2nc(C)cc2C)[nH]c1=O	-3	0.96	1.8	3	-4	4	-1	0.97	2
Cc1cccc(NC(=O)COC(=O)Cc2cccc(C(F)(F)F)c2)c1C	3	0.95	2.5	6	-3	4	0	0.94	-5
O=C(NCc1ccco1)c1cccnc1Cl	0	0.96	-2.1	-5	-1	4	0	1.1	-12
Oc1c(Br)cc(Br)cc1C=Nc1ccc2c(c1)OCO2	2	0.64	16	7	2	36	-5	0.93	63*
COc1ccc2[nH]c(=O)c(CN(C(=O)c3cccnc3)c3ccccc3)cc2c1	-1	1	-0.3	-27	-5	-3	-2	1.3	4
COc1ccc(C(=O)Nc2ccc(S(=O)(=O)Nc3nccnc3OC)cc2)cc1	-1	0.9	0.1	-6	-3	10	0	1.1	-12
O=[N+]([O-])c1ccc(C2=CSC3=NCCN23)cc1	2	0.96	2.1	4	1	4	1	0.95	9
COC(=O)c1ccc(N=C2SCC(=O)N2C)cc1	-2	0.97	-1.0	-20	-7	3	4	1.2	1
CC(C)(C)NC(=O)CSc1nc(N)c(NC(=O)c2ccccc2F)c(=O)[nH]1	-8	0.99	2.0	10	-8	1	1	0.9	-5
O=C(NCc1ccccc1Cl)C1CCC(=O)N1Cc1ccc(F)cc1 (configuration not stated)	-5	1.1	-0.6	-16	-9	-7	-6	1.2	6
CC(=O)N1CC(=O)N=C1SCC(=O)Nc1nc(C)c(-c2ccccc2)s1	-4	0.86	0.5	-5	-14	14	-7	1.1	4
CC1CCN(C(=O)CNS(=O)(=O)c2ccc(Br)s2)CC1	-8	0.91	-0.7	-1	-2	9	-2	1	-2
Cc1cc(C(F)F)n2nc(C(=O)Nc3c(F)cc(F)cc3Br)nc2n1	0	1	-0.6	18	-3	-1	-3	0.82	-5
COCCSc1ccccc1C(=O)N1CCC(Cc2ccccc2)CC1	0	1	-1.0	10	-6	-4	-4	0.9	-7
O=C(N/N=C/c1ccc[nH]1)c1cccc(Br)c1	-1	0.71	0.4	1	-4	29	-1	0.99	-6
Cc1ccc(N(C)S(=O)(=O)c2ccc3c(c2)CC(C)N3C(=O)C2CC2)cc1 (configuration not stated)	-3	0.95	-0.2	-11	-6	5	-1	1.1	5
Cc1ccc(NC(=O)C(C)N2C(=O)c3ccccc3S2(=O)=O)cc1Cl (configuration not stated)	1	0.95	1.4	-2	-2	5	-1	1	3
